Assay outcomes: PubChem BioAssay, several laboratories
KLK7 zymogen act = proKLK7 (human) activation, primary screen; purified proKLK7, EDANS-DABCYL substrate fluorescence; 100% is mature enzyme control, 0% vehicle; activation, % at 7 µM; actives 0.9% (n = 370,000);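 active = activation above the mean of all tested compounds plus 3 SD, computed per campaign excluding outliers beyond control limits, cut at about 13% in these data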
Target sequence (P49862 whole entry, looked up): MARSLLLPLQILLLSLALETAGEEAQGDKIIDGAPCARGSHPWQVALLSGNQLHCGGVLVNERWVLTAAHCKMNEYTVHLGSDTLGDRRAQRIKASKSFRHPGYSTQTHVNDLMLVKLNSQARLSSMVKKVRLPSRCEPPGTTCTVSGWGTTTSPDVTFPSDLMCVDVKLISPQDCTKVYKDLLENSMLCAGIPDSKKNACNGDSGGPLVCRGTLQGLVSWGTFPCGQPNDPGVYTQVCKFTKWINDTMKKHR
PLC-gamma1 inh = blocks human PLC-gamma1 enzyme activity | P19174 | purified PLC-gamma1, fluorogenic substrate, fluorescence | inhibition, % at 12.2 µM | actives 0.84% (n = 370,000) | AID 720700; in the data active = inhibition above about 9.5%
UHRF1 binding = UHRF1 methyl-DNA binding inhibition. UHRF1 binding to methylated oligo, TR-FRET. Q96T88. actives 0.75% (n = 370,000). inhibition, % at 4.4 µM; in the data active = inhibition above about 21%;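 note: UHRF1 SRA domain binding a hemimethylated CpG hairpin DNA probe; 0% = median of test compound wells and 100% = reference inhibitor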
NR1D1 modulator = modulators of human Rev-erb alpha DNA binding. P20393. Rev-erbα–FITC-DNA binding, fluorescence polarization, 90 min. activity, % at 10 µM. actives 0.79% (n = 370,000). AID 1259318;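 active = activity above about 14%, limit read from the data; passing the limit was not always enough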;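 note: 0% = DMSO wells with 35 nM protein and 100% = DMSO wells with 750 nM protein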
Tn6 DDE FP = disrupts Tn6 cyclic peptide binding to fibrin D-Dimer-E complex | Fibrin DD(E) TRITC-Tn6 fluorescence polarization displacement | inhibition, % at 8.3 µM | actives 0.21% (n = 370,000);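 active = inhibition above a per-campaign cutoff: mean of compounds within control limits plus 3 SD, cut at about 15% in these data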;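 note: 0% = median of all compound wells on the plate and 100% = blocking peptide control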
ARFGAP1 inhibitor = inhibitors of rat ARFGAP1. Q62848. Arfgap1-stimulated ARF1 GTP hydrolysis, GDP FP detection. inhibition, % at 16.5 µM. actives 0.26% (n = 360,000). AID 651572;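 active = inhibition above a per-plate limit, mean inhibition of low control wells plus 3 SD, cut at about 25% in these data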;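 note: 0% = DMSO wells with enzyme and 100% = wells lacking Arfgap1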
Target sequence (Q62848 1-136 limits assumed): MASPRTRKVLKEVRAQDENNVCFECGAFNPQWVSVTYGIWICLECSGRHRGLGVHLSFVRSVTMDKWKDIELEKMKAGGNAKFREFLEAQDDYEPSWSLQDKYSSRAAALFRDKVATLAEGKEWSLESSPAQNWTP
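Replicates: Single well per compound | Assay system: Truncated rat Arfgap1 GAP domain | Control set: No-Arfgap1 wells (100%) versus DMSO full-reaction wells (0%) | Times: Enzyme reaction 120 min at 25 °C after 20 min preincubation | Reagent: Human ARF1(Δ1-17)-GTP substrate | Measured by: Tracer-displacement fluorescence polarization with EDTA stop, 620/688 nm | Measure: Percent inhibition of Arfgap1-stimulated GTP hydrolysis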
sPLA2-III inh = Blocks human group III sPLA2 activity; QFRET BODIPY PC-A2 liposome hydrolysis, fluorescence; AID 743126; inhibition, % at 12.2 µM; actives 0.56% (n = 370,000);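 active = inhibition above mean plus 3 SD of compounds lying within the high and low control bounds, cut at about 19% in these data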;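 note: 0% = median of test compound wells and 100% = no enzyme DMSO wells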
Target sequence (Q9NZ20 whole entry, looked up): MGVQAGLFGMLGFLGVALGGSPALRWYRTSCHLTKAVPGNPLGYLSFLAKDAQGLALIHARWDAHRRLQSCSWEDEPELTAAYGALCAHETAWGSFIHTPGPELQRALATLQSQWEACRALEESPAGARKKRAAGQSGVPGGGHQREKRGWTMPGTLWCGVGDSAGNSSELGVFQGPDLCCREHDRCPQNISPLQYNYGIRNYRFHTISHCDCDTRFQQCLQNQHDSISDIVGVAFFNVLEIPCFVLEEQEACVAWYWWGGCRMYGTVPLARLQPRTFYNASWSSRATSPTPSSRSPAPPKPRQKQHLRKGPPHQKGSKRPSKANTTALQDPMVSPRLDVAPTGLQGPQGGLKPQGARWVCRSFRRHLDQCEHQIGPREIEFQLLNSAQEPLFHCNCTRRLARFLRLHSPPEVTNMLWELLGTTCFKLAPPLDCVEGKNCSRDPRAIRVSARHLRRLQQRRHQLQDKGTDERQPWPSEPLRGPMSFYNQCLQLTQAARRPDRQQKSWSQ
PLCb3 inh = PLC-beta3 (human) inhibition, primary screen. Q01970. Purified PLC-beta3, fluorogenic substrate, fluorescence. inhibition, % at 12.2 µM. actives 0.18% (n = 370,000). AID 720704; in the data active = inhibition above about 11%;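 note: 0% = median of compound wells on plate and 100% = full blocker control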
ASAP1 GAP inh = blocks human ASAP1-stimulated Arf1 GTP hydrolysis. Q9ULH1. GDP FP detection. inhibition, % at 16.5 µM. actives 0.19% (n = 360,000). AID 624377; in the data active = inhibition above about 25%;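 note: 0% = vehicle with enzyme and substrate and 100% = no enzyme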
Tn7 DDE FP = DD(E)-Tn7 binding inhibition, primary FP screen; FP displacement of FITC-Tn7 peptide from fibrin DD(E); 0% = median of compound wells per plate; inhibition, % at 8.3 µM; actives 0.13% (n = 370,000);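 active = inhibition above the mean of compounds falling within the control limits plus 3 SD of them, cut at about 14% in these data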;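 note: 0% = plate median of compound wells and 100% = 10 µM Aha-Tn7 peptide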
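Assay system: Fibrin-DD(E) protein isolated from polymerized human fibrin clots; read-out basis: percent inhibition; medium: Tris/NaCl/CaCl2 buffer, pH 7.8; signal: FP measurement; incubation: 10 min plus 3 h, room temperature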
Active calls of the source: *; i = inactive; · = no result given.

Compound	KLK7 zymogen act	PLC-gamma1 inh	UHRF1 binding	NR1D1 modulator	Tn6 DDE FP	ARFGAP1 inhibitor	sPLA2-III inh	PLCb3 inh	ASAP1 GAP inh	Tn7 DDE FP
CC(Sc1nnc(-c2cccnc2)n1N)C(=O)NCCC1=CCCCC1 (centres undefined)	-0.1	8	3	-1	5	-16	0	-4	-11	3
CC1(C)C2CCC1(C)C(NC(=O)/C=C/c1ccccc1)C2 (centres undefined)	0.6	1	25*	3	0	-5	-1	7	10	1
CC(C)(CO)NC(=O)C12CC3CC(CC(Br)(C3)C1)C2	-0.3	0	9	3	0	4	8	-6	0	3
Cc1ccc(NC(=O)COC(=O)c2ccc([N+](=O)[O-])o2)cc1S(=O)(=O)N1CCCCCC1	0.3	0	-1	-3	9	0	1	-6	-2	4
O=Cc1c(Nc2ccccc2Cl)nc2ccccn2c1=O	0.0	-1	-2	-12	4	3	1	-3	5	-4
O=C(c1cccs1)N1CCN(CCCc2ccccc2)CC1	-0.3	0	-1	0	0	-5	-7	4	-8	10
Nc1nnc(SC2CCCC2)s1	-0.3	1	1	3	1	-7	5	-1	-7	0
O=C(COC(=O)CNC(=O)C12CC3CC(CC(C3)C1)C2)NC1CCS(=O)(=O)C1 (centres undefined)	0.6	-2	1	-9	0	5	12	0	1	6
CSc1nc2c(cc1C#N)CCCCC2	-0.2	8	-3	-2	-2	-2	2	1	6	1
COc1ccc(N2CCN(C(=O)c3c(-c4ccccc4)noc3C)CC2)cc1	0.4	0	1	3	1	8	5	2	16	9

Compound	KLK7 zymogen act	PLC-gamma1 inh	UHRF1 binding	NR1D1 modulator	Tn6 DDE FP	ARFGAP1 inhibitor	sPLA2-III inh	PLCb3 inh	ASAP1 GAP inh	Tn7 DDE FP
Cc1ccc(-n2nnnc2SCn2nnc3ccccc3c2=O)cc1	-0.3	4	-2	1	2	6	3	0	-8	-13
COc1ccccc1NC(=O)COc1cccnc1[N+](=O)[O-]	-0.2	2	0	-10	-9	-1	-5	-4	-1	0
Cc1ccccc1OCCCCc1c(C)n[nH]c1C	0.1	1	1	5	-4	-6	-2	3	5	5
CN(C)CCn1c2c(c(SCC(=O)Nc3nccs3)nc1=O)CCCC2	-0.4	1	1	3	9	-5	8	-6	-2	6
O=C(O/N=C1\CCCc2ccccc21)c1cccc(Cl)c1	0.8	9.6*	0	-7	5	1	1	11*	10	3
O=C(Nc1ccnn1C1CCN(Cc2c[nH]c3ccccc23)CC1)c1ccccc1	-0.3	3	3	1	-2	4	-30	-7	16	-5
CCOC(=O)COc1ccc2c(c1)c(C(C)=O)c(C)n2-c1ccccc1	-0.3	6	-1	-3	7	-7	-2	3	5	-3
COc1ccc(-c2noc(CCCC(=O)N3CCOCC3)n2)cc1	0.0	2	1	-6	0	0	0	-3	2	2
Fc1ccc2cc(-c3ccccc3F)ncc2c1	0.2	0	0	2	3	6	0	3	9	-3
CCc1ccccc1NC(=O)CCC(=O)N1CCSc2ccccc21	-0.3	3	1	1	-2	-6	-1	3	-1	-4

Some of the entries so far, with values under each structure:
Values run as follows: KLK7 zymogen act	PLC-gamma1 inh	UHRF1 binding	NR1D1 modulator	Tn6 DDE FP	ARFGAP1 inhibitor	sPLA2-III inh	PLCb3 inh	ASAP1 GAP inh	Tn7 DDE FP
- COc1ccccc1NC(=O)COc1cccnc1[N+](=O)[O-]
    -0.2	2	0	-10	-9	-1	-5	-4	-1	0
- O=Cc1c(Nc2ccccc2Cl)nc2ccccn2c1=O
    0.0	-1	-2	-12	4	3	1	-3	5	-4

Later entries
Compound	KLK7 zymogen act	PLC-gamma1 inh	UHRF1 binding	NR1D1 modulator	Tn6 DDE FP	ARFGAP1 inhibitor	sPLA2-III inh	PLCb3 inh	ASAP1 GAP inh	Tn7 DDE FP
CCN(C(=O)COC(=O)c1ccc2c(c1)OCO2)c1c(N)n(Cc2ccccc2)c(=O)[nH]c1=O	0.0	0	2	-4	-7	6	16	-3	11	1
CC1(C)CC(=O)C(C=NCCN2CCN(C(=O)CC3CCCC3)CC2)=C(O)C1	-0.4	2	0	-4	4	4	8	0	-12	3
CN(CCc1ccccc1)C1CCCN(S(=O)(=O)CC(F)(F)F)C1 (centres undefined)	0.5	-1	0	4	-2	-3	-4	-5	24	1
O=C(Nc1ccccc1)OCCOc1ccc(Br)cc1	0.1	-1	6	3	3	-3	12	-4	-10	4
COc1cccc(/C=C2\CC3(OC(=O)c4cccc(F)c4)CCCN2C3)c1 (centres undefined)	0.1	-2	1	4	-9	·	-8	-6	·	-6
O=C(Oc1ccc(C(=S)N2CCOCC2)cc1)c1ccc(F)cc1	0.4	3	-1	-8	-1	7	0	-1	7	-5
Cc1noc(C)c1CSCC(=O)Nc1cc(C(F)(F)F)ccc1N1CCOCC1	0.2	0	-1	5	-6	21	2	-3	-8	-3
COc1ccc(C(=O)Nn2cnnc2)c(OC)c1	-0.7	0	-4	0	9	-5	0	5	-1	4
O=C(/C=C/c1cccc(Cl)c1)NCCCN1CCOCC1	0.0	3	-1	-6	6	7	0	-4	-1	-4
CC(=O)Nc1ccc(S(=O)(=O)N2CCN=C2SCc2ccc(C)cc2)cc1	0.1	5	1	3	-2	3	-9	-11	14	5

Compound	KLK7 zymogen act	PLC-gamma1 inh	UHRF1 binding	NR1D1 modulator	Tn6 DDE FP	ARFGAP1 inhibitor	sPLA2-III inh	PLCb3 inh	ASAP1 GAP inh	Tn7 DDE FP
Nc1nc(-c2ccccc2)[nH]c(=O)c1N=O	-0.4	-7	-2	9	0	-5	10	-16	5	6
CC(C)N1C(=O)CCC1C(=O)N1CCN(c2ccc(F)cc2)CC1 (centres undefined)	0.3	0	1	0	0	-3	2	-4	1	7
CNC(=O)CN1C(=O)c2cccc3cccc1c23	3.0	-358	-6	-4	-5	0	2	-349	6	-5
COc1ccc(N(C)S(=O)(=O)c2ccc(C)cc2)c([N+](=O)[O-])c1	0.0	2	-1	0	2	8	-3	1	15	-5
COc1ccc(-c2[nH]ncc2CN(C)CC2CCCCO2)cc1F (centres undefined)	-0.5	-1	0	-1	2	8	0	-5	12	-1
O=S(=O)(c1ccc2ccccc2c1)N1CCc2ccccc21	0.5	1	2	7	-10	10	-4	-8	-7	-1
Cc1nc2ccccc2c(=O)n1NC(=O)CCC(=O)O	0.7	-3	0	0	0	-8	-2	-4	-4	5
C[C@@H]1CN([C@@H](C)CO)C(=O)CCCn2cc(nn2)CO[C@H]1CN(C)C(=O)CCCN(C)C	0.1	-1	2	5	-7	9	5	-1	-2	-1
CCc1ccc(CN2CCCC(C(=O)N3CCCCC3)C2)cc1 (centres undefined)	-0.2	2	1	-4	-4	-3	3	-1	7	-1
CCOc1ccc(NC(=O)CSc2nnc(C3CC3)n2C2CC2)cc1	-0.5	6	0	-1	-5	-6	5	5	-7	4

Compound	KLK7 zymogen act	PLC-gamma1 inh	UHRF1 binding	NR1D1 modulator	Tn6 DDE FP	ARFGAP1 inhibitor	sPLA2-III inh	PLCb3 inh	ASAP1 GAP inh	Tn7 DDE FP
CCCCCCN1C[C@@H](O)[C@H](n2cc(C3CC3)nn2)C[C@@H]1c1ccc(Cl)cc1	-0.4	-3	9	1	2	17	15	1	0	5
C=CCCN1[C@@H](Cc2ccccc2)COc2ccccc2S1(=O)=O	0.2	0	-4	2	6	-8	5	-3	6	-1
CN(Cc1ccccc1F)c1cc2c(c3c1ccn3C)C1CCC2O1 (centres undefined)	0.3	-9	0	4	1	17	-4	-16	4	-2
Cn1nnnc1SCC(=O)Nc1cccc(S(=O)(=O)N2CCCCC2)c1	-0.4	4	4	-3	-3	6	-7	-3	7	-4
COc1ccc2c(c1)C(C)CC(C)(C)N2C(=O)NC1CCCCC1 (centres undefined)	0.0	-1	-2	0	-6	-2	4	-2	-8	-4
O=C(c1ccc(-n2cccn2)cc1)N1CCc2c([nH]c3ccccc23)C1c1ccccn1 (centres undefined)	0.3	-4	1	4	1	-5	-22	-14	-3	5
Cc1cccn2c(=O)c3cc(C(=O)NCC4CCCO4)c(=N)n(C4CCCC4)c3nc12 (centres undefined)	81*	i	-1	0	-3	6	12	i	6	-4

Single records, from the list above. Screens in order: KLK7 zymogen act, PLC-gamma1 inh, UHRF1 binding, NR1D1 modulator, Tn6 DDE FP, ARFGAP1 inhibitor, sPLA2-III inh, PLCb3 inh, ASAP1 GAP inh, Tn7 DDE FP
Profile of CN(Cc1ccccc1F)c1cc2c(c3c1ccn3C)C1CCC2O1 (centres undefined) → 0.3, -9, 0, 4, 1, 17, -4, -16, 4, -2
Profile of O=C(c1ccc(-n2cccn2)cc1)N1CCc2c([nH]c3ccccc23)C1c1ccccn1 (centres undefined) → 0.3, -4, 1, 4, 1, -5, -22, -14, -3, 5
Profile of C=CCCN1[C@@H](Cc2ccccc2)COc2ccccc2S1(=O)=O → 0.2, 0, -4, 2, 6, -8, 5, -3, 6, -1
